CTSL1 counter – blocks F. hepatica cathepsin L1 in PFM18AAP counter-screen; inhibition, % at 5.96 µM; recombinant F. hepatica cathepsin L1, Z-Leu-Arg-MCA fluorescence; actives 0.49% (n = 300,000);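 active = inhibition above the mean of all tested compounds plus 3 SD, set per screening campaign, cut at about 17% in these data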;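 also: 0% = plate median of test compound wells and 100% = 1 µM Z-Phe-Ala-diazomethylketone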
proCasp3 act – procaspase-3 (human) activation; P42574; recombinant procaspase-3 D3A, Ac-DEVD-pNA absorbance 405 nm; activation, % at 8.5 µM; actives 0.11% (n = 330,000); AID 463141;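 active = activation above the mean of all tested compounds plus 3 SD, cut at about 21% in these data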;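 also: 0% = DMSO alone and 100% = DMSO wells spiked with extra 5 µM PC-3 D3A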
Target sequence (P42574 whole entry D9A/D28A/D175A): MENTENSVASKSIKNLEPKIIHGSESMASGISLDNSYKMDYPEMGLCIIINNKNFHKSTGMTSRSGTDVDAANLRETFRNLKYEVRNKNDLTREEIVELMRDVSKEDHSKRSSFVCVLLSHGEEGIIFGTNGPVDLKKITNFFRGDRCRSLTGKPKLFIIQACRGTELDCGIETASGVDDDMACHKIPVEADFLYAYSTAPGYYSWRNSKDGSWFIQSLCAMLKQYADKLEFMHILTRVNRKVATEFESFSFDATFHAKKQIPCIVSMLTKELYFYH
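Test system: Procaspase-3 D3A mutant; medium: Zinc-free HEPES/NaCl buffer with 0.01% Triton X-100 at pH 7.4; reagent: DEVD-pNA substrate; doses: one concentration, 8.5 µM nominal, 0.8% DMSO; times: 1 h preincubation plus 2 h reaction at 25 °C; signal: Epi-absorbance at 405 nm of released p-nitroaniline, 0 and 120 min; replicates: singlicate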
TPT1 inh – inhibitors of Candida albicans tRNA 2'-phosphotransferase TPT1; inhibition, % at 5 µM; recombinant caTPT1, FP RNA substrate dephosphorylation; actives 0.81% (n = 300,000);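 active = inhibition above the mean of all tested compounds plus 3 SD, set per screening campaign, cut at about 24% in these data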;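 also: plate controls were DMSO alone for no effect and ferristatin control at 100 nM for full effect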
GASC-1 inh – inhibitors of human GASC-1 (JMJD2C) demethylase; actives 0.069% (n = 330,000); GST-JMJD2C(1-420) H3K9me3 demethylation, DELFIA europium; inhibition, % at 2.35 µM; Q9H3R0; AID 2099;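 active = more than half of a compound's replicate wells show inhibition beyond 50%, single wells judged on their own value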;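 also: signal counts dimethyl H3K9 product captured on neutravidin plate; 0% = median of DMSO wells and 100% = 0.3 times that DMSO median; strong numbers were not always called active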
PP1 counter – blocks human PP1-alpha phosphatase, a PP5 counter-screen. P62136. purified PP1alpha, OMFP fluorescence. inhibition, % at 6.7 µM. actives 0.9% (n = 320,000);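 active = inhibition above the mean inhibition of all tested compounds plus 3 SD, computed separately for each screening campaign, cut at about 15% in these data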
Target sequence (P62136 whole entry, looked up): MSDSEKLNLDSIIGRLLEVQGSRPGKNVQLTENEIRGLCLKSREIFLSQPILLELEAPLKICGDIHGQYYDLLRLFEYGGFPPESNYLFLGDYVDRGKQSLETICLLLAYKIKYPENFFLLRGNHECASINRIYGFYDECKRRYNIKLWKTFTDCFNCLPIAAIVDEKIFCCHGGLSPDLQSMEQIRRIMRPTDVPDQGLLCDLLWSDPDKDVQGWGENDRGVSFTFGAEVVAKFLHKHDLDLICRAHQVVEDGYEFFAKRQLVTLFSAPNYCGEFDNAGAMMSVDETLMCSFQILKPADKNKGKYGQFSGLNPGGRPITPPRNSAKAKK
procasp7 counter – counter-screen for procaspase-3 activators: activators of human procaspase-7 | P55210 | recombinant procaspase-7, Ac-DEVD-pNA absorbance 405 nm; D23A/D198A/D206A triple mutant, cannot self-cleave; scale: DMSO 0, 5 µM enzyme 100 | activation, % at 8.5 µM | actives 0.093% (n = 330,000);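 active = percent activation above the screen-wide mean plus 3 SD, cut at about 25% in these data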
Target sequence (P55210 whole entry D23A/D198A/D206A): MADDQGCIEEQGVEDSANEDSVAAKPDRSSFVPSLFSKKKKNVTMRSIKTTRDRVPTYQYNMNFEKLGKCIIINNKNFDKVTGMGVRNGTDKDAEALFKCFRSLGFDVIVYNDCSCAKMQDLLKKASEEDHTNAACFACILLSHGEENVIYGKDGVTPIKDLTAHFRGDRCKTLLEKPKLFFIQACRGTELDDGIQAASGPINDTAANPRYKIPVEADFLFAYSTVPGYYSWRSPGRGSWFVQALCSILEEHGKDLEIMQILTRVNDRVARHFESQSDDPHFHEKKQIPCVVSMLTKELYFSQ
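Replicates: singlicate. Assay system: Procaspase-7 triple mutant (PC-7 D3A). Signal: 405 nm absorbance of p-nitroaniline. Times: 1 h preincubation, 2 h reaction. Buffer or medium: Zinc-free HEPES pH 7.4 with 300 mM NaCl, 0.01% Triton X-100. Also added: DEVD-pNA substrate. Benchmarks: DMSO wells as 0%, DMSO with 5 µM added PC-7 as 100%.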
Efflux pump inh – antifungal efflux pump inhibition, Nile Red retention; inhibition, % at 10 µM; actives 0.44% (n = 330,000); S. cerevisiae Candida pump triplex;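 active = plate passing quality check with inhibition over a set limit, or well fluorescence over plate mean plus 4 SD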;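 also: Nile Red retained in pooled yeast measured as flow cytometry median fluorescence; 0% = buffer negative control and 100% = Enniatin B positive control; higher means more Nile Red kept so more efflux inhibition; some compounds called inactive have numbers as strong as hits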
PP5 inh – inhibitors of human protein phosphatase 5 (PP5); AID 1987; purified PP5c, OMFP substrate fluorescence; P53041; inhibition, % at 6.7 µM; actives 0.18% (n = 320,000);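 active = inhibition above the campaign's mean inhibition across all tested compounds plus 3 SD, cut at about 9.5% in these data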;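 also: 0% = DMSO only and 100% = 100 µM cantharidin control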
core dimer inh – blocks dimerization of HCV core protein; TR-FRET GST/Flag-core106 dimerization, 1536-well; inhibition, % at 5 µM; actives 0.33% (n = 300,000); AID 1899;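 active = inhibition above the mean of all tested compounds plus 3 SD, set per screening campaign, cut at about 45% in these data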
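Test system: GST/Flag-tagged HCV core106 proteins; Medium: KF-containing HEPES buffer, pH 7.45, DTT, CHAPS, BSA; Times: compound-protein-antibody incubation 4 h at 22.5 °C; Detection: TR-FRET 671 and 617 nm emission; Benchmarks: wells lacking GST-core106 and wells with excess unlabelled core106.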
An asterisk follows results filed as active; x = no result given; & = joins results of further samples. Rows were taken by chance (roughly 2.9% active in at least one column).

SMILES	CTSL1 counter	proCasp3 act	TPT1 inh	GASC-1 inh	PP1 counter	procasp7 counter	Efflux pump inh	PP5 inh	core dimer inh
Cc1ccc(NC2CCCN(C(=O)c3cn(C)c4ccccc34)C2)cc1C (stereo unspecified)	1	-15	0	0	-1	8	-0.3	2.7	-5
COc1ccc(OC(C)C(=O)NCCc2nc3ccccc3[nH]2)cc1 (stereo unspecified)	0	-8	-1	4	-1	1	0.0	1.3	-4
Cc1ccc(S(=O)(=O)N2CCN(S(=O)(=O)c3ccccc3)C2c2ccc(N(C)C)cc2)cc1 (stereo unspecified)	1	3	1	8	5	0	0.2	5.1	23
O=C(Nc1ccc2ccccc2c1)C(c1ccccc1)C1CCCC1 (stereo unspecified)	-2	3	-1	-1	6	8	-0.1	2.3	2
COc1ccc2cc(C(=O)Nc3ccc(F)cc3)sc(=O)c2c1OC	-1	6	-5	-3	1	-5	0.1	-0.4	22
Oc1ccc(/C=N/N2CCN(C3c4ccccc4-c4ccccc43)CC2)c(O)c1	1	0	-4	-15	0	-2	0.0	3.3	7
CCOc1ccccc1CNC(=O)c1ccc(Sc2ccc(Cl)cc2)c(NC(C)=O)c1	-2	4	-1	-2	1	6	-14	2.7	6
Cc1ccc([N+](=O)[O-])cc1NC(=O)CSc1nncc2ccccc12	1	4	0	3	0	2	-0.1	-0.6	6
CCn1c(SCC(=O)N/N=C(\C)c2ccncc2)nnc1-c1ccc(C)cc1	1	-10	-1	8	-5	-3	0.0	2.0	4
Cc1ccc2nc(-c3ccccc3)cc(C(=O)N3CC(C)OC(C)C3)c2c1 (stereo unspecified)	4	-5	1	-4	-5	9	0.1	1.0	-4
O=C(O)c1cc2nccc(-c3ccc(F)cc3)n2n1	-6	1	-1	46	-1	2	-0.2	2.5	0
CC(=O)NCCNC(=O)CCNC(=O)c1ccc(Cl)cc1	4	0	-7	6	-1	4	-0.3	-1.9	-13
Cc1cc(C)c2c(c1)/C(=N/NS(=O)(=O)c1ccccc1)CCC2	2	7	0	-10	-2	11	-0.1	3.3	-1
CCOC(=O)C1=C(C)Nc2ccccc2N/C1=N\S(=O)(=O)c1cccc(Cl)c1	x	-4	x	-6	0	-5	0.2	-0.5	x
COc1cccc2c1OCC(C(=O)O)C2 (stereo unspecified)	1	5	4	1	0	8	-0.1	0.7	3
NC(=O)CSc1nnc(-c2cccnc2)n1CCc1ccccc1	-2	7	-2	-30	-4	4	-0.1	-0.2	-1
NC1=NC(c2ccc(Cl)cc2)C(C(=O)c2ccccc2)N1 (stereo unspecified)	-6	-12	-3	5	-1	9	0.1	1.9	-3
CC(O)CSc1nc2c(c(=O)[nH]c(=O)n2C)n1Cc1ccccc1 (stereo unspecified)	-1	-1	0	-8	4	11	-0.1	0.8	-1
CN(NC(=O)c1ccccc1F)c1nc(C(F)(F)F)nc2ccccc12	0	2	2	-16	-3	-7	-0.1	4.2	2
CCOC(=O)c1sc2ccc(S(=O)(=O)N3CCOCC3)cc2c1N	0	-17	-3	-8	2	-4	0.1	3.6	4
COc1ccc(OCCC(=O)Nc2ccc(S(N)(=O)=O)cc2)cc1	-1	4	-1	-13	-4	-9	-0.1	1.5	1
Cc1cc(C)c(NC(=O)CNC(=O)CSc2nnc(N)s2)c(C)c1	6	0	-2	17	-1	6	0.0	1.7	3
COc1ccccc1NC(=O)c1nnn(Cc2ccccc2)c1NC(=O)C(F)(F)F	2	-4	-3	4	5	-7	-0.1	0.8	5
FC(F)(F)c1nnc2ccc(N3CCCCCC3)nn12	2	5	-2	x	-2	16	0.0	-0.8	3
CCC(C)N(C(=O)COc1ccccc1C(=O)NCc1ccccc1)C1CCS(=O)(=O)C1 (stereo unspecified)	-4	-2	0	47	-1	12	0.1	-0.1	0
CCN1C(=NCc2cccc(Cl)c2)N[C@@H](c2cccc(F)c2)C(C(=O)OC)=C1C	0	-4	-1	-2	-4	-11	0.1	0.5	-1
CC1CCN(c2c(NCC3CCC(C(=O)N4CCCC(C)C4)CC3)c(=O)c2=O)CC1 (stereo unspecified)	-1	-5	2	16	2	3	0.3	-1.2	-5
Cc1ccc(CNC(=O)CCc2nnc(Cc3ccc(-c4ccccc4)cc3)o2)o1	4	1	-3	-19	0	-10	-0.1	-0.2	12
COc1ccccc1C(=O)NC(=O)COC(=O)Cn1cnc2c1c(=O)n(C)c(=O)n2C	-2	15	-4	5	-4	5	0.0	-2.1	1
N=c1c2c(-c3ccccc3)c(-c3ccccc3)n(Cc3ccccc3)c2ncn1CCO	1	-13	3	-14	8	-4	0.3	0.2	-5

Three compounds from above, arranged by the number in Efflux pump inh, lowest first.
canonical_smiles | Efflux pump inh
Cc1ccc(CNC(=O)CCc2nnc(Cc3ccc(-c4ccccc4)cc3)o2)o1 | -0.1
CCOC(=O)c1sc2ccc(S(=O)(=O)N3CCOCC3)cc2c1N | 0.1
N=c1c2c(-c3ccccc3)c(-c3ccccc3)n(Cc3ccccc3)c2ncn1CCO | 0.3

Laid out differently: entries from further up.
SMILES | CTSL1 counter | proCasp3 act | TPT1 inh | GASC-1 inh | PP1 counter | procasp7 counter | Efflux pump inh | PP5 inh | core dimer inh
CCOC(=O)c1sc2ccc(S(=O)(=O)N3CCOCC3)cc2c1N | 0 | -17 | -3 | -8 | 2 | -4 | 0.1 | 3.6 | 4
COc1ccc(OCCC(=O)Nc2ccc(S(N)(=O)=O)cc2)cc1 | -1 | 4 | -1 | -13 | -4 | -9 | -0.1 | 1.5 | 1

(list continues)
SMILES	CTSL1 counter	proCasp3 act	TPT1 inh	GASC-1 inh	PP1 counter	procasp7 counter	Efflux pump inh	PP5 inh	core dimer inh
Cc1cc(OCC(=O)N[C@@H](Cc2c[nH]c3ccccc23)C(=O)O)c2c(C)c(C)c(=O)oc2c1	-2	15	-6	x	-6	0	-0.1	-0.4	3
Cc1noc(/C=C/N(C)C)c1S(=O)(=O)N(C)CC(=O)N1CCc2ccccc21	6	-5	17	1	9	13	0.1	2.7	4
COc1ccc(Cl)cc1Nc1nc(C)cc(=O)[nH]1	-4	-1	2	11	-1	-5	0.0	0.7	3
COC(=O)c1ccc(OCC2c3cc(OC)c(OC)cc3CCN2C(=O)C2CC2)cc1 (stereo unspecified)	-1	2	7	0	2	-4	0.1	4.9	0
CCOC(=O)CSC1=Nc2ccccc2C2=NC(CC(=O)NCc3cccs3)C(=O)N12 (stereo unspecified)	-2	-10	7	-1&3	-1	4	0.1	2.8	2
CCC1(c2ccccc2)NC(=O)N(CC(=O)N(CC(=O)Nc2ccccc2C(F)(F)F)Cc2ccco2)C1=O (stereo unspecified)	-1	0	-5	-4	2	3	-0.1	1.8	-6
O=S(=O)(c1ccccc1)c1nc(-c2cccs2)oc1NCCCn1ccnc1	4	-1	-5	2	1	11	0.0	-0.1	-2
CCOc1cc2[nH]c(=O)n(CCCC(=O)NCc3ccc(OC)cc3)c(=O)c2cc1OCC	2	11	0	-16	-3	4	-0.3	-0.5	-1
Cn1cnc(S(=O)(=O)N2CCN(c3ccc(Cl)cc3)CC2)c1	-2	-4	3	-14	-2	1	0.1	-0.7	-4
CCOC(=O)COc1c(/C=N\OC)cc(Cl)cc1OC	-1	-1	-2	8	2	-5	0.0	2.4	0
CS(=O)(=O)c1ccc(NCC2CCCO2)c([N+](=O)[O-])c1 (stereo unspecified)	2	-1	-7	14	-2	-4	0.0	-0.6	11
CC(=O)Nc1cc(Cl)c(N=Cc2ccc(O)cc2O)cc1Cl	0	2	-2	-5	-2	4	0.2	-1.6	22
CCS(=O)(=O)N1CCN(c2ccccn2)CC1	0	9	-4	3	-4	-2	-0.1	0.5	-3
Cc1cc(OCCOc2cccc3cccnc23)cc(C)c1Cl	-2	-8	-2	-1	3	6	-0.2	4.5	-2
CC(=O)c1cccc(NC(=O)Cn2cnc(S(=O)(=O)N3CCCCC3)c2)c1	-4	12	-2	0	-1	1	0.0	-0.8	11
COC(=O)c1cc(NS(=O)(=O)c2ccc(NCc3cccnc3)c([N+](=O)[O-])c2)cc(C(=O)OC)c1	0	10	-1	4	0	7	-0.2	-0.7	7
O=C(CCC(=O)N(CC(=O)NC1CCCC1)Cc1ccc(F)cc1)Nc1nccs1	-3	-1	0	0	-5	2	0.0	-0.3	1
O=C(NC1CCCCC1)C1c2ccccc2C(=O)N1Cc1ccco1 (stereo unspecified)	-6	4	2	3	1	-5	-0.1	3.1	1
Cc1ccc(-c2c(C(=O)O)c(C(=O)O)c3n2CCC3)cc1	-1	1	2	-7	-3	-4	0.0	-1.3	-4
CN(C)c1ccc(NC(=O)Cc2ccccc2)c2ccccc12	-2	-15	-3	-8	-4	-6	0.0	-1.9	-1
Cc1[nH]c2ccccc2c1/C=N/NC(=O)c1cccc([N+](=O)[O-])c1	2	5	3	-22	4	1	0.1	0.9	-8
CCOC(=O)c1c(=O)n(O)c2ccc(C)cc2[n+]1[O-]	1	-7	-5	-2	-4	8	0.0	1.0	-9
c1ccc(-c2cncn2-c2ccccc2)cc1	-2	-1	2	5	0	5	-0.3	-1.3	-15
N#C/C(=C\c1ccco1)C(=O)NCc1ccccc1	-3	2	-2	1	2	2	0.1	3.6	5
COc1cc2c(cc1NC(=O)C(C)OC(=O)c1ccc(S(=O)(=O)Nc3ccccc3Cl)cc1)oc1ccccc12 (stereo unspecified)	0	-3	0	0	0	2	-0.2	0.2	36
CC(NC(=O)c1ccco1)C(=O)N1CCc2ccccc2C1 (stereo unspecified)	-1	2	-2	1	-6	14	0.0	0.2	-1
O=C(CCc1ccccc1Cl)Nc1cc2c(cc1C(=O)O)OCCCO2	x	9	x	-3	-1	0	-0.1	-2.5	x
O=c1c2ccccc2n2c(=S)[nH]nc2n1-c1ccccc1	2	-4	4	-3	0	-21	0.6	-0.8	-7
S=C(Nc1ccc2nc(-c3ccccn3)c(-c3ccccn3)nc2c1)N1CCOCC1	4	-11	-19	7	-2	-13	0.3	3.3	-7
O=C1COc2cc(ccc2[N+](=O)[O-])Oc2ccc(cc2Cl)C(=O)CCCCO1	0	3	0	-7	3	1	-0.2	0.4	-4
COc1ccccc1NS(=O)(=O)NC(=O)c1c(C)[nH]c2ccccc12	-4	-1	-3	0	1	-1	-0.1	-0.6	3
COc1ccc(NC(=O)CSc2nc(=O)n(CCN3CCOCC3)c3c2CCCC3)c(OC)c1	-5	4	-2	-8	-2	3	0.0	-2.3	-2
Cc1cc(=O)oc(C)c1C(=O)NCCCN1CCN(c2ccccc2F)CC1	6	0	-2	-4	-1	11	-0.2	0.6	-3
Cc1cc([N+](=O)[O-])nn1Cc1ccc(C(=O)N/N=C/c2ccc(F)cc2)cc1	-2	0	-2	-6	2	0	0.0	1.0	0
COc1cccc2cc(C(C)N(CCCN3CCOCC3)C(=S)Nc3ccc(C)cc3)oc12 (stereo unspecified)	0	-5	2	-1	0	-6	0.0	0.3	2

Screening data as filed in PubChem.
